Screens (PubChem BioAssay)
TRPC6 inhibitor – mouse TRPC6 channel inhibitors, primary screen, cell-based, HEK293, membrane potential dye | Short transient receptor potential channel 6 (Mus musculus), Q61143 | ACh-evoked depolarization; stronger effect = lower value | B-score at 10 µM | 310,000 tested, 1.1% active;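 active = B-score under library mean minus 3 SD, initial fluorescence not abnormally high, positive integrated signal ratio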;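 note: B-score derived from integrated fluorescence ratio over the kinetic read; more negative B-score means stronger inhibition of depolarization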
MrgX1 antagonist – antagonists of human MrgX1 receptor, primary screen, HEK293 cells, Fluo-4 calcium flux. BAM8-22 antagonism; stronger effect = lower value. B-score at 10 µM. 310,000 tested, 1.3% active;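 active = calcium-response B-score plate-corrected more than 3 library SD below zero, starting fluorescence within 5 deviations, no agonist response on first addition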;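 note: peak minus trough fluorescence over baseline after final BAM8-22 challenge near maximal dose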
Target sequence (Q96LB2 whole entry, looked up): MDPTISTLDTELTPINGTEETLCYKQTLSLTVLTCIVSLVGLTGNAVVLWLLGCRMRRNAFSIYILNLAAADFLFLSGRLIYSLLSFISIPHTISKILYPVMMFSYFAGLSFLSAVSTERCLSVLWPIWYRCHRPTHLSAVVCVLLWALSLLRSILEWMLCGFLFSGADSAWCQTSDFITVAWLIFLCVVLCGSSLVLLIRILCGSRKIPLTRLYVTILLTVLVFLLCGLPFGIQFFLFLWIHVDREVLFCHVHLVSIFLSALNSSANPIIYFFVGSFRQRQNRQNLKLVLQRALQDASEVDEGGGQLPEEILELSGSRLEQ
SKKanGAS inh – S. pyogenes SKKanGAS growth inhibitors in kanamycin, primary screen, streptokinase expression inhibitor project, SKKanGAS strain, BacTiter-Glo luminescence. 6 h. inhibition, % at 7.5 µM. 300,000 tested, 1.3% active. AID 1662, 2009;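 active = mean replicate score, as percent of positive control median, at least 50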;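 note: strain carries kanamycin resistance gene driven by streptokinase promoter and grows in 40 µg/ml kanamycin; loss of luminescence reflects streptokinase promoter inhibition or plain growth inhibition; 0% = median of DMSO wells and 100% = positive control at its reference dose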
MrgX1 allo act – positive allosteric modulators of MrgX1, primary screen, HEK293 cells, Fluo-4 calcium flux | FDSS; stronger effect = higher value | AID 588675, 2011 | Mas-related G-protein coupled receptor member X1 (Homo sapiens), Q96LB2 | 310,000 tested, 0.63% active | B-score at 10 µM;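 active = plate-corrected calcium response at least 3 library SD above typical, normal starting fluorescence, not activating the receptor alone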;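 note: compound read alongside a low EC10 to EC30 dose of BAM8-22 agonist; peak minus trough fluorescence over baseline measured at the second addition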
ANO1 activ – TMEM16A chloride channel activators or potentiators, primary screen, cell-based, HTS | HEK293 TMEM16A/YFP-H148Q/I152L, iodide quench fluorescence; stronger effect = lower value | B-score at 10 µM | 340,000 tested, 0.3% active | AID 623877, 2012;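 active = fluorescence-ratio B-score plate-corrected deviation score at least 3 library SD below zero, with starting fluorescence score within 5 deviations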;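 note: channel opened by trigger with iodide after compound preincubation; score built on the fluorescence ratio of max minus min over baseline; more negative score means more quench and so TMEM16A activation or potentiation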
MrgX1 ag – agonists of human MrgX1 receptor, primary screen, HEK293 cells, Fluo-4 calcium flux; Mas-related G-protein coupled receptor member X1 (Homo sapiens), Q96LB2; Fluo-4 calcium fluorescence, agonist mode; stronger effect = higher value; B-score at 10 µM; 310,000 tested, 0.44% active;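 active = calcium response B-score plate-corrected fluorescence ratio at least 3 library SD, with starting fluorescence B-score inside 5 SD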
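Assay system: MrgX1-expressing HEK293 cells / Amount: fifteen thousand cells per well / Doses: test compound in the initial addition of three / Timing: cells plated overnight, dye loaded 0.5 h 37 °C, 0.5 h room temperature / Technique: kinetic calcium dye fluorescence, Fluo-4 NW / Control set: positive and negative controls per plate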
TRPC4 PAM – positive allosteric modulators of TRPC4, primary screen, cell-based, mouse TRPC4beta, HEK293 mu-opioid, Fluo-4 calcium. Short transient receptor potential channel 4 (Mus musculus), Q9QUQ5. DAMGO EC20, Fluo-4 Ca2+ flux; stronger effect = higher value. B-score at 10 µM. 310,000 tested, 0.42% active;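 active = B-score of calcium response area above 5 SD of library B-scores, with initial fluorescence ratio within 5 SD of library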;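 note: B-score of integrated fluorescence ratio over time as area under calcium response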
TMEM16A inh – TMEM16A chloride channel inhibitors, primary screen, cell-based, HTS; 310,000 tested, 1.2% active; HEK293 TMEM16A/YFP iodide influx fluorescence, ionomycin; Anoctamin-1 (Mus musculus), Q8BHY3; AID 588511, 2011; normalized B-score (activity score, 25-100; higher = stronger inhibition) at 10 µM;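 active = ratio plate-corrected score three or more library SD toward inhibition, starting fluorescence score within five deviations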;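 note: score derived from kinetic fluorescence span divided by baseline fluorescence per well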
TRPC4 block – inhibitors of mouse TRPC4 channel, primary screen, Fluo4 calcium, HEK293 TRPC4beta/mu-opioid cells; DAMGO-evoked Fluo4 calcium flux; stronger effect = lower value; B-score at 10 µM; 300,000 tested, 0.39% active; AID 2247, 2010;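 active = B-score over 3 SD under the library average, no early fluorescence shift, positive overall ratio signal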
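Test system – stable TRPC4beta/mu-opioid receptor HEK293 cells · Probe or stimulus – DAMGO, a submaximal dose followed by a maximal one · Dosing – one concentration per compound · Signal – Fluo4 calcium fluorescence by kinetic imaging, 5 s 1 Hz baseline · Evaluation – per-well B score of integrated baseline-normalized Fluo4 ratio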
TRPC6 act – mouse TRPC6 channel activators, primary screen, cell-based, HEK293, membrane potential dye; HEK293-TRPC6 membrane potential dye fluorescence; stronger effect = higher value; AID 2550, 2010; B-score at 10 µM; Short transient receptor potential channel 6 (Mus musculus), Q61143; 310,000 tested, 0.13% active;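 active = B-score of the integrated fluorescence ratio above library mean plus 3 SD, and starting fluorescence ratio within library mean plus 5 SD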;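 note: higher score means more depolarization so channel activation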
TRPC4 act – activators of mouse TRPC4 channel, primary screen, Fluo4 calcium, HEK293 TRPC4beta/mu-opioid cells. Fluo4 calcium fluorescence; stronger effect = higher value. B-score at 10 µM. 310,000 tested, 0.49% active. AID 2237, 2010;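 active = B-score above 5 SD of library B-scores, and initial fluorescence ratio not above library mean plus 5 SD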;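 note: positive B-score marks a calcium rise read as TRPC4 activation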
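Test system: HEK293 cells stably co-expressing mouse TRPC4beta and mu-opioid receptor | Schedule: Fluo4 dye loading 45 min at room temperature, 110 s recording | Measured by: Kinetic Fluo4 calcium fluorescence, 5 s baseline at 1 Hz | Evaluation: B score of integrated ratio | Controls: Buffer (low) and maximal DAMGO (high)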
Active calls of the source: *; i = inactive; x = no result given.

SMILES	TRPC6 inhibitor	MrgX1 antagonist	SKKanGAS inh	MrgX1 allo act	ANO1 activ	MrgX1 ag	TRPC4 PAM	TMEM16A inh	TRPC4 block	TRPC6 act	TRPC4 act
O=C(CSc1c[nH]c2ccccc12)N1CCOCC1	i	i	-3.2	i	i	i	i	i	i	i	i
CC1N=C(N)C(c2nc3ccccc3n2C)=C1O (stereo not given)	i	i	-2.9	i	i	i	i	i	i	i	i
C=CCN1C(=O)N(/C=C/C)c2cccc3cccc1c23	i	i	-6.8	i	i	i	i	i	i	i	i
COc1ccc(/C=C/c2nc(C#N)c(NCCN(C)C)o2)cc1OC	i	i	-0.2	i	i	i	i	i	i	i	i
Nc1ccccc1-c1nnc2n1CCCCC2	i	i	-0.6	i	i	i	i	i	i	i	i
Cc1nc2ccccn2c1C(=O)NC1CCCc2ccccc21 (stereo not given)	i	i	11.5	i	i	i	i	i	i	i	i
COc1ccc(S(=O)(=O)N/N=C\c2ccc(OC)c(COc3ccc(C)cc3[N+](=O)[O-])c2)cc1	i	i	6.6	i	i	i	i	i	i	i	i
CCOC(=O)CN=C/C(C(=O)Nc1nccs1)=C(/C)O	i	i	-4.9	i	i	i	i	i	i	i	i
c1ccc(Cn2nc(-c3ccccc3)nc2-c2ccccc2)cc1	i	i	10.1	i	i	i	i	i	i	i	i
S=c1[nH]nc(-c2ccc3ccccc3n2)o1	i	i	0.9	i	i	i	i	i	i	i	i
COc1ccc(C(CNC(=O)c2cccc(NS(=O)(=O)c3ccc(C)c(F)c3)c2)N2CCOCC2)cc1 (stereo not given)	i	i	-5.2	i	i	i	i	i	i	i	i
O=C(CCS(=O)(=O)c1ccccc1)Nc1nc2ccc(F)cc2s1	i	i	13.5	i	i	i	i	i	i	i	i
CC1=C(C(=O)Nc2nc3ccccc3s2)C(c2ccco2)C(C#N)=C(SCC(=O)NC2CCCCC2)N1 (stereo not given)	i	i	27.9	i	i	i	i	i	i	i	i
Cc1ccc(-n2nnnc2CN2CCCCC2)cc1	i	i	6.5	i	i	i	i	i	i	i	i
Cc1ccc(C)c(N2CCN(CCCNC(=O)Cn3c(=O)c4cccn4c4cccnc43)CC2)c1	i	i	-0.7	i	i	i	i	i	-5*	i	i
COc1ccc(CCNC(=O)CN(c2cc([N+](=O)[O-])ccc2OC)S(C)(=O)=O)cc1OC	i	i	5.3	i	i	i	i	i	i	i	i
CCCCn1c(CN(Cc2ccccc2)Cc2ccccc2)nc2c1c(=O)n(C)c(=O)n2C	i	i	33.1	i	i	i	i	i	i	i	i
O=C(NCC(c1cccnc1)N1CCOCC1)c1cccc(Cl)c1 (stereo not given)	i	i	-0.6	i	i	i	i	i	i	i	i
O=C(NNC(=O)c1sccc1-n1cccc1)c1cccs1	i	i	3.0	i	i	i	i	i	i	i	i
CCOC(=O)CC(=O)CSc1n[nH]c(=O)[nH]c1=O	i	i	-4.1	i	i	i	i	i	i	i	i
O=C(O)c1ccccc1NC(c1ccccc1)c1ccc(Cl)cc1 (stereo not given)	i	i	27.9	i	i	i	i	i	i	i	i
O=C(Nc1ncc2c(n1)-c1ccccc1OC2)c1cccc([N+](=O)[O-])c1	i	i	-3.9	i	i	i	i	i	i	i	i
O=C(CCN1CCc2ccccc2C1)Nc1ccc2c(c1)OCO2	i	i	3.6	i	i	i	i	i	i	i	i
COc1ccc(Nc2cc(Sc3ccc(OC)cc3)ncn2)cc1	i	i	-4.4	i	i	i	i	i	i	i	i
OC1CCCN(Cc2nc(Cc3ccccc3Cl)no2)C1 (stereo not given)	i	i	7.2	i	i	i	i	i	i	i	i
N#CCC(=O)N1CCn2c1nc1ccccc12	i	i	3.2	i	i	i	i	i	i	i	i
Nc1nc(CC(=O)CSc2ccc(Cl)cc2)nc(Nc2ccc(F)cc2)n1	i	i	1.1	i	x	i	i	i	i	i	i
Cc1ccc(CCNC(=O)c2ccc(CS(=O)(=O)Cc3ccccc3F)o2)cc1	i	i	1.8	i	i	i	i	i	i	i	i
COc1ccccc1Cn1cnc2cccnc21	i	i	-0.3	i	i	i	i	i	i	i	i
COc1ccc(C(=O)NN=C(Cc2ccccc2)Cc2ccccc2)cc1OC	i	i	-4.9	i	i	i	i	i	i	i	i
COc1ccc(OCCNS(=O)(=O)c2ccc3oc4ccccc4c3c2)cc1	i	i	-11.0	i	i	i	i	i	i	i	i
O=C(NCCCN1CCOCC1)C1CC(=O)N(CCc2ccccc2)C1 (stereo not given)	i	i	-17.3	i	i	i	i	i	i	i	i
CC1(C)CC(=O)c2cnc(NC(=O)CCc3ccccc3)nc2C1	i	i	0.0	i	i	i	i	i	i	i	i
NC1=NC2(CCCC2)N=C(Nc2ccccc2)N1	i	i	-19.2	i	i	i	i	i	i	i	i
COc1ccc(C(C)=O)cc1COC(=O)CCNS(=O)(=O)c1ccc(C)cc1	i	i	-13.5	i	i	i	i	i	i	i	i
Cc1ccc(C(=O)Nc2cnc3ccccn3c2=O)cc1	i	i	0.7	i	i	i	i	i	i	i	i
CS(=O)(=O)N1CCc2cc(C(=O)Nc3ccc(COCC(F)(F)F)cc3)ccc21	i	i	-2.2	i	i	i	i	i	i	i	i
CCc1c(C2(O)CCCCC2)[nH]c2c(C(=O)OC)cc(Cl)cc12	i	i	99.8*	i	i	i	i	i	i	i	i
CC(Oc1ccccc1)C(=O)Nc1cccc(F)c1 (stereo not given)	i	i	7.5	i	i	i	i	i	i	i	i
CCOC(=O)c1c(NC(=O)/C=C/c2ccc3c(c2)OCO3)sc(C)c1CC	i	i	-1.9	i	i	i	i	i	i	i	i
Cc1ccccc1C(OCCN(C)C)C1CCCCC1 (stereo not given)	i	i	-0.1	i	i	i	i	i	i	i	i
O=[N+]([O-])c1cccc(S(=O)(=O)N2CCN(S(=O)(=O)N3CCCCCC3)CC2)c1	i	i	-1.6	i	i	i	i	i	i	i	i
COC(=O)c1sccc1NC(=O)c1ccoc1C	i	i	-3.3	i	i	i	i	i	i	i	i
COc1ccccc1Nc1c2c(nc3ccc(N)cc13)CCCC2	i	i	4.0	i	i	i	i	i	i	i	i
CSc1oc(-c2ccc(F)cc2)nc1S(=O)(=O)c1ccccc1	i	i	-4.8	i	i	i	i	i	i	i	i
Cc1ccc(C)c(NC(=S)/C(=C(\[O-])c2ccc(Cl)s2)[n+]2ccccc2)c1	i	i	2.2	i	i	i	i	i	i	i	i
Cc1c(NC(=O)c2ccc(C(C)(C)C)cc2)cccc1[N+](=O)[O-]	i	i	-11.7	i	i	i	i	i	i	i	i
COc1ccc(C)cc1-n1nnnc1SCc1cn2ccsc2n1	i	i	-5.1	i	i	i	i	i	i	i	i
C=CCN(CC=C)C(=O)CN1C(=O)NC(Cc2c[nH]c3ccccc23)C1=O (stereo not given)	i	i	-1.4	i	i	i	i	i	i	i	i
Cc1cccc(Cc2ncc(C(F)(F)F)cc2Cl)c1	i	i	7.6	i	i	i	i	i	i	i	i
Cc1cc(NC(=O)C2CCN(C(=O)c3ccco3)CC2)ccc1Br	i	i	3.2	i	i	i	i	i	i	i	i
O=C1C=C(O)C(n2cncn2)C(c2ccc3c(c2)OCO3)C1 (stereo not given)	i	i	-0.1	i	i	i	i	i	i	i	i
O=C(COC(=O)/C=C/c1ccco1)NCc1ccccc1Cl	i	i	2.3	i	i	i	i	i	i	i	i
CCCn1c2c(c(O)c(C(=O)Nc3nc4ccccc4s3)c1=O)CCCC2	i	i	1.7	i	i	i	i	i	i	i	i
Cc1ccc(C(=O)NC(=S)Nc2ccc3[nH]c(=O)[nH]c3c2)cc1	i	i	-5.7	i	i	i	i	i	i	i	i
O=C(c1ccncc1)N1N=C(c2ccc(Br)cc2)CC1c1ccccc1O (stereo not given)	i	i	5.0	i	i	i	i	i	i	i	i
Cc1ccc(S(=O)(=O)N2CCN(CC(=O)Nc3ccc(N4CCOCC4)cc3)CC2)cc1C	i	i	9.1	i	i	i	i	i	i	i	i
Cc1ccc(S(=O)(=O)Nc2cc3c4c(c2)CCC(=O)N4CCC3)cc1	i	i	-7.0	i	i	i	i	i	i	i	i
CC(C)N1C(=S)N(Cc2ccco2)C(=O)C1CC(=O)Nc1ccccc1 (stereo not given)	i	i	-1.2	i	i	i	i	i	i	i	i
CCOC(=O)c1c(-c2ccccc2)nc2c(C)cccn12	i	i	11.0	i	i	i	i	i	i	i	i

Additional entries follow:
SMILES	TRPC6 inhibitor	MrgX1 antagonist	SKKanGAS inh	MrgX1 allo act	ANO1 activ	MrgX1 ag	TRPC4 PAM	TMEM16A inh	TRPC4 block	TRPC6 act	TRPC4 act
CCOC(=O)c1[nH]c(C)c(C(=O)NC)c1C	i	x	-3.1	x	i	x	i	x	i	i	i
Cc1ccc(-n2nnnc2SCC(=O)N2CCN(C(=O)c3ccco3)CC2)c(C)c1	i	i	3.7	i	i	i	i	i	i	i	i
COc1ccc(Br)cc1/C=N/n1nnnc1N	i	i	-5.4	i	i	i	i	i	i	i	i
CC1CN(C(=O)CN2C(=O)NC3(CCCC3)C2=O)C(=Nc2cccc(S(=O)(=O)N(C)C)c2)S1 (stereo not given)	i	i	-7.9	i	i	i	i	i	i	i	i
COc1ccc(C(=O)NCC(=O)N2CCCC(C(F)(F)F)C2)cc1OC (stereo not given)	i	i	-0.6	i	i	i	i	i	i	i	i
CC1CCN(C(=S)c2ccc(O)cc2)CC1	i	i	-14.7	i	i	i	i	i	i	i	i
COc1ccc(CCN2CC(C(=O)Nc3cc(F)ccc3F)CC2=O)cc1OC (stereo not given)	i	i	-1.8	i	i	i	i	i	i	i	i
